Source: PubChem (Johns Hopkins Ion Channel Center)
CHT allo act: allosteric activators of human choline transporter CHT; 310,000 compounds, 0.49% hits; CHT-expressing cells, membrane potential dye, choline EC20; stronger effect = higher value; LV-AA mutant CHT in HEK293 cells; B-score at 10 µM; Q9GZV3;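 active = initial fluorescence not abnormally high and integrated response B-score, plate-corrected, over 3 SD above library mean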
Target sequence (Q9GZV3 whole entry, looked up): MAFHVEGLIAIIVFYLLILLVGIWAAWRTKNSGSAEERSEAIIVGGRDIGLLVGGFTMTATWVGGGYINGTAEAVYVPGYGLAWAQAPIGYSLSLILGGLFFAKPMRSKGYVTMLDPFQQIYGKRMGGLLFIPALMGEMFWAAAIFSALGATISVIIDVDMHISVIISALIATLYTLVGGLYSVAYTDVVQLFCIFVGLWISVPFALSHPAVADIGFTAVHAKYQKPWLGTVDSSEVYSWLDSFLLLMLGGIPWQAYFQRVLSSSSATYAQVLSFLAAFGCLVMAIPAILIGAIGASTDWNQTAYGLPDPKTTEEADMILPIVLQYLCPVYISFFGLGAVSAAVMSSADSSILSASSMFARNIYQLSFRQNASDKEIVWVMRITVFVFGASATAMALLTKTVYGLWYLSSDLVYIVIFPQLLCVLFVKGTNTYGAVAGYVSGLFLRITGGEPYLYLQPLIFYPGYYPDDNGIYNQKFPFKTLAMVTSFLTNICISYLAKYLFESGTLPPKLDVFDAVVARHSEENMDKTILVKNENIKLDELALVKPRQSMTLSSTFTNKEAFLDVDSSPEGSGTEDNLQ
CHT block: inhibitors of human choline transporter CHT. CHT-expressing cells, membrane potential dye, choline response; stronger effect = lower value. B-score at 10 µM. 310,000 compounds, 0.86% hits;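 active = B-score over 3 SD under the library average, and starting fluorescence ratio not unusually high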;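 note: choline stimulus applied at its EC90 after an EC20 pre-addition; B-score computed on integrated fluorescence ratio after choline addition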
* = called active by the depositor; i = inactive. This is a random part of the collection, and some 1.5% of all compounds hit somewhere here.

SMILES | CHT allo act | CHT block
O=C(CN(c1ccc(Cl)cc1)S(=O)(=O)c1ccc(Cl)c([N+](=O)[O-])c1)NCCc1ccccc1 | i | i
Cc1ccccc1NS(=O)(=O)c1ccc(C)c(C(N)=O)c1 | i | i
CCOc1ccc(CNC(=O)CCCn2ccc3cc(S(=O)(=O)N4CCCC4)ccc32)cc1 | i | i
Cc1c(Cl)cccc1NC(=O)C1=COCCO1 | i | i
O=S(=O)(NCC(c1cccnc1)N1CCc2ccccc2C1)c1ccccc1 (stereo not given) | i | i
Nc1nc(SCC(=O)NCCCN2CCOCC2)nc2sc3c(c12)CCC3 | i | i
Cc1cc(C)nc(NS(=O)(=O)c2ccc(NS(=O)(=O)c3ccc(C#N)cc3)cc2)n1 | i | i
CCCCCCSc1nnc(N)s1 | i | i
Cc1ccc(-c2[nH]ncc2/C=N/n2c(COc3ccccc3C)nc3ccccc3c2=O)cc1 | i | i
COc1ccccc1CNC(=O)Cn1ccc2cc(S(=O)(=O)N3CCCC3)ccc21 | i | i
COCCNC(=O)Cn1cc(C(=S)N2CCOCC2)c2ccccc21 | i | i
O=C(COc1ccc(S(=O)(=O)NC2CCCCC2)cc1)Nc1ccc2c(c1)OCCO2 | i | i

Continued; it opens with the 4 that closed the last part.
SMILES | CHT allo act | CHT block
Cc1ccc(-c2[nH]ncc2/C=N/n2c(COc3ccccc3C)nc3ccccc3c2=O)cc1 | i | i
COc1ccccc1CNC(=O)Cn1ccc2cc(S(=O)(=O)N3CCCC3)ccc21 | i | i
COCCNC(=O)Cn1cc(C(=S)N2CCOCC2)c2ccccc21 | i | i
O=C(COc1ccc(S(=O)(=O)NC2CCCCC2)cc1)Nc1ccc2c(c1)OCCO2 | i | i
CCCNC(=O)c1ccc2c(c1)CCN2S(C)(=O)=O | i | i
CC1CCC(NC(=O)CSc2nncs2)CC1 (stereo not given) | i | i
O=C(N/N=C\c1cccnc1)c1ccccc1O | i | i
O=C1c2ccccc2C(=O)N1c1ccc(Cl)cc1 | i | i
Cc1cc(=O)oc2cc(OCC(=O)NCCCn3ccnc3)ccc12 | i | i
Cc1cc(C)cc(NC(=S)N2CCC(N(C)CC3CCCO3)CC2)c1 (stereo not given) | i | i
CCOc1ccc(CCNC(=O)COC(=O)Cc2c[nH]c3ccccc23)cc1OCC | i | i
Cc1cc(C)nc(Nc2nc3ccccc3o2)n1 | i | i
CCC(CC)CN1CCN=C1N(C)C | i | i
COc1ccc(Nc2nc(=O)[nH]nc2C)cc1 | i | i
C(=N\Nc1ccccn1)/c1c[nH]c2ccccc12 | i | i
COc1ccnc(Oc2ccccc2)c1C(N)=O | i | i

Of the compounds above, these contain an NH in an aromatic ring:
SMILES | CHT allo act | CHT block
Cc1ccc(-c2[nH]ncc2/C=N/n2c(COc3ccccc3C)nc3ccccc3c2=O)cc1 | i | i
CCOc1ccc(CCNC(=O)COC(=O)Cc2c[nH]c3ccccc23)cc1OCC | i | i
COc1ccc(Nc2nc(=O)[nH]nc2C)cc1 | i | i
C(=N\Nc1ccccn1)/c1c[nH]c2ccccc12 | i | i

Additional structures:
SMILES | CHT allo act | CHT block
CC(C)OC(=O)CSc1nnc(-c2ccc(O)cc2)n1Cc1ccccc1 | i | i
COc1ccc(N(CC(=O)N2CCN(Cc3ccc4c(c3)OCO4)CC2)S(=O)(=O)c2ccc(F)cc2)cc1 | i | i
CC12CN3CC(C)(CN(C1)C3c1ccc(Br)cc1)C2 (stereo not given) | i | i
C/C=C/c1ccc(OCC(O)CN2CCCCC2CC)c(OC)c1 (stereo not given) | i | i
NS(=O)(=O)c1ccc(NC(=O)c2c(F)cccc2Cl)cc1 | i | i
O=C(Cc1cccs1)Nc1ccc(F)cc1 | i | i
CC(/C=N/NC(=O)c1ccccc1C)=C\c1ccccc1 | i | i
CCN(C(=O)COc1ccc(C)nc1[N+](=O)[O-])C1CCS(=O)(=O)C1 (stereo not given) | i | i
Cc1nn(CC(=O)Nc2ccc(N3CCOCC3)cc2)c(C)c1Br | i | i
Cc1ccc(OCC(=O)Nc2ccc(NC(=O)c3cccs3)cc2)c(C)c1 | i | i
COC(=O)c1ccc(NC(=S)Nc2ccc3ccccc3c2)cc1 | i | i
O=C(COc1ccc(Cl)cc1)Nc1ccc(Cc2ccncc2)cc1 | i | i
COc1cccc(CNC(=O)c2ccc3c(c2)S(=O)(=O)N=C2CCCCCN23)c1 | i | i
CCN(CC)S(=O)(=O)c1ccc(OC)c(NC(=O)CSc2ccccc2)c1 | i | i
COc1ccccc1C(=O)NCCC(=O)Nc1nc2ccccc2[nH]1 | i | i
CCC(C(=O)O/N=C(\N)c1cccc(C)c1)c1ccccc1 (stereo not given) | i | i
Cc1cc(F)ccc1S(=O)(=O)Nc1ccccc1C(=O)Nc1ccc2[nH]c(=O)[nH]c2c1 | i | i
CN(C)/C=C/c1[nH]c(=O)[nH]c(=O)c1[N+](=O)[O-] | i | i
CC(C)c1ccc(/C=N/NC(=O)C2CCCC2)cc1 | i | i
CN1c2ccccc2Oc2nnc(Cl)cc21 | i | i
O=C(Nc1ccccc1)Nc1nnc(-c2ccccc2)o1 | i | i
COc1cc(NC(=S)N2CCCC2)cc(OC)c1 | i | i
CCc1nc2ccccc2n1CC(C)C(=O)O (stereo not given) | i | i
Fc1ccc(-c2cc(C(F)(F)F)nc(N3CCCCC3)n2)cc1 | i | i
Cc1cccc(C)c1NC(=O)COc1ccccc1C(=O)Nc1ccc(Br)cn1 | i | i
COc1ccc(CNC(=O)C(=O)NCC2OCCN2S(=O)(=O)c2ccc(OC)cc2)cc1 (stereo not given) | i | i
CCOc1ccc(CCNC(=O)c2cc3sc(Cl)cc3n2C)cc1OCC | i | i
COc1cc(NC(=O)c2cc(-c3ccco3)on2)c(OC)cc1Cl | i | i
Cc1cc2oc(=O)cc(-c3cc4ccccc4o3)c2cc1O | i | i
CCOc1ccc(N(CC(=O)N2CCCC2)S(=O)(=O)c2c(C)noc2C)cc1 | i | i
NC(=O)Cc1cn(-c2ncc(C(F)(F)F)cc2Cl)c2ccccc12 | i | i
CN1CCN(CCC(=O)N/N=C/C=C2\N(C)c3ccccc3C2(C)C)CC1 | i | i
CC(C)(C)C(=O)Cn1c(NCCO)nc2ccccc21 | i | i
COc1ccc(C2C(C(=O)c3ccc(C)o3)=C(O)C(=O)N2Cc2cccnc2)cc1OC (stereo not given) | i | i
CCn1c(=O)c(C(=O)CN2CCCc3ccccc32)c(N)n(Cc2ccccc2)c1=O | i | i
CCS(=O)(=O)N1CCC(C(=O)Nc2cccc(C(C)=O)c2)CC1 | i | i
Cc1cc(N2CCOCC2)n2cc(-c3ccccc3)nc2n1 | i | i
CC(CCc1ccccc1)NC(=O)COC(=O)c1cccs1 (stereo not given) | i | i
CC(CCc1ccccc1)NC(=O)c1ccc(Br)o1 (stereo not given) | i | i
Nc1nc(CSc2ncn(-c3ccccc3)n2)cs1 | i | i
CC12CCC(C/C1=N\N=C1\NC(=O)/C(=C\c3cccc(Br)c3)S1)C2(C)C (stereo not given) | i | i
CCOC(=O)CN1C(=O)Nc2ccc(Br)cc2C1c1ccccc1 (stereo not given) | i | i
O=C(CCNS(=O)(=O)c1cccc2nsnc12)NCc1ccccc1 | i | i
CCCC(=O)Nc1sc(C)c(C)c1C(=O)Nc1cccc(C)c1 | i | i
CCOc1ccc(CCNC(=O)COC(=O)COc2ccc(C(=O)CC)cc2)cc1OCC | i | i
CCOC(=O)c1oc2nc(CC(C)C)c3c(c2c1N)CCCC3 | i | -11*
Cc1ccc(NC(=O)c2ccc(OC(=O)CCN3C(=O)c4ccccc4C3=O)cc2)cc1 | i | i
CN(Cc1ccccc1)S(=O)(=O)c1ccc(Cl)c(C(=O)NCc2ccncc2)c1 | i | i
CCN(CC)C(=O)c1ccc(COc2ccccc2Br)o1 | i | -8.2*
O=C(COc1ccccc1-c1ccccc1)N/N=C/c1cccc2ccccc12 | i | i
O=C(CCn1nnc2ccccc21)N1CCC(O)(c2cccc(F)c2)CC1 | i | i
COc1ccc(/C=c2\sc3nc(-c4ccccc4)c(-c4ccccc4)n3c2=O)cc1OC | i | i
CCC(=O)Nc1sc(C(=O)Nc2ccccc2OC)c(C)c1C(=O)OC | i | i
Cc1cc(NC(=O)COC(=O)C2CC(=O)N(c3ccc(C)c(Cl)c3)C2)no1 (stereo not given) | i | i
COc1cc(NC(=O)COC(=O)CNC(=O)c2ccc(C)cc2)c(C)cc1[N+](=O)[O-] | i | i
O=C(NCCC1=CCCCC1)C1CCN(S(=O)(=O)c2cccc3cccnc23)CC1 | i | i
CN1CCN(CCc2nc3cc(NC(=O)COc4ccc([N+](=O)[O-])cc4)ccc3n2C)CC1 | i | i
O=C(c1cc(-c2ccc(Cl)cc2)on1)N1CCCCCC1 | i | i
Cn1c(=O)c2c(nc(NCCNC(=O)c3ccco3)n2Cc2ccc(F)cc2)n(C)c1=O | i | i
COc1ccc(C2=NCN(c3ccc(C)cc3)C(=S)N2)cc1 | i | i

(continued)
SMILES | CHT allo act | CHT block
Cc1cccc(NC(=O)c2ccc(COc3cccc4ccccc34)o2)n1 | i | i
CCCNC(=O)c1ccc(Cl)c(Cl)c1 | i | i
Cc1cnccc1CN(C)Cc1cn(C)nc1-c1ccc(Oc2ccccc2)cc1 | i | i
C=CCn1c(O)c(C(CC)=NCc2cccnc2)c(=O)[nH]c1=O | i | i
CCOc1ccccc1NC(=O)Cn1nc(-c2ccco2)ccc1=O | i | i
Cc1ccccc1OCCC(=O)Nc1ccc(F)c(Cl)c1 | i | i
O=C(NN=C1C2CC3CC(C2)CC1C3)c1ccccc1O | i | i
CCc1ccc(NC(=O)CCc2nc3ccccc3[nH]2)cc1 | i | i
Cc1ccc(/C=C/C(=O)Nc2cccc(S(=O)(=O)N3CCOCC3)c2)o1 | i | i
COc1cccc(/C=N/Nc2ncccc2[N+](=O)[O-])c1OC | i | i
COc1ccc(CNC(=O)c2cc3cccc(O)c3oc2=N)cc1 | i | i
COc1ccc(CN2CCNC(=O)C2CC(=O)NC2CCCC2)c(C)c1C (stereo not given) | i | i

Some of these compounds in order of number of heavy atoms, rising:
SMILES | CHT allo act | CHT block
O=C(NN=C1C2CC3CC(C2)CC1C3)c1ccccc1O | i | i
C=CCn1c(O)c(C(CC)=NCc2cccnc2)c(=O)[nH]c1=O | i | i
Cc1cccc(NC(=O)c2ccc(COc3cccc4ccccc34)o2)n1 | i | i

Next section.
SMILES | CHT allo act | CHT block
FC(F)(F)c1cnc(N2CCC(=NOCc3ccc(Cl)cc3)CC2)c(Cl)c1 | i | i
Cc1nc(S(=O)(=O)c2ccc(Cl)cc2)c(NCc2ccccc2)o1 | i | i
CC(=O)Nc1ccc(SCC(=O)N(CCC#N)c2cc(C)cc(C)c2)cc1 | i | i
Cc1cccc(N2CC(C(=O)O)CC2=O)c1C (stereo not given) | i | i
O=C(Nc1ccccc1)C1=C[C@H](C2CCCCC2)C[C@H](OCCCCO)O1 | i | i
CCOC(=O)Cn1c(-c2cccnc2)nc(-c2ccccc2)c1-c1ccccc1 | i | i
Cc1cccc(N2Cc3ccc(Br)cc3C2)c1 | i | i
CN(C(=O)CSC1=Nc2ccccc2C2=NC(c3ccccc3)C(=O)N12)C1CCCCC1 (stereo not given) | i | i
CCc1cc(C(=O)N(CCCOC)c2c(N)n(Cc3ccccc3)c(=O)[nH]c2=O)sc1C | i | i
Cc1ccc(CCC(=O)Nc2ccccc2C(=O)O)o1 | i | i
COc1ccc(N2CCN(C(=O)C34CCC(C)(C(=O)C3)C4(C)C)CC2)cc1 (stereo not given) | i | i
CCOC(=O)Cc1csc(NC(=O)CSc2nnc(-c3ccc(NS(=O)(=O)CC)cc3)o2)n1 | i | i

Structures listed so far marked active in CHT block:
smiles,CHT block
CCOC(=O)c1oc2nc(CC(C)C)c3c(c2c1N)CCCC3,-11*
CCN(CC)C(=O)c1ccc(COc2ccccc2Br)o1,-8.2*

(listing goes on)
SMILES | CHT allo act | CHT block
Cc1c(C(=O)Nc2ccc(-c3nnc4n3CCCCC4)cc2)oc2ccc(Br)cc12 | i | i
CCOc1ccc(Br)cc1S(=O)(=O)NC(=O)c1ccccc1 | i | i
O=S(=O)(NCCCO)c1ccc2c(c1)Cc1cc(S(=O)(=O)NCCCO)ccc1-2 | i | i
O=S(=O)(c1ccc(F)cc1)N1CCN(S(=O)(=O)c2cc(F)ccc2F)CC1 | i | i
CC(=O)Nc1nnc(COc2ccc(Cl)cc2)s1 | i | i
COc1ccc(C(=O)N2CCN(Cc3ccccc3[N+](=O)[O-])CC2)cc1 | i | i
CSCc1c(C(=O)NCCc2ccccn2)oc2ccccc12 | i | i
COc1ccc(-c2nsc3c(N4CCCC4)ncnc23)cc1 | i | i
O=C1CN(S(=O)(=O)c2ccccc2C(F)(F)F)CCN1 | i | i
O=C(O)c1ccc(COc2ccccc2/C=C2\NC(=O)N(Cc3ccccc3F)C2=O)cc1 | i | i
Cc1cc(=O)oc2cc(OCC(=O)NCCCN3CCCC3=O)c(Cl)cc12 | i | i
c1ccc(-c2noc(CN3CCN(c4ccccc4)CC3)n2)cc1 | i | i
COc1ccc(NC2=Nc3ccccc3CC2)cc1 | i | i
Cn1c(=O)[nH]c(=O)c2c1nc(N1CCOCC1)n2CCSc1nc2ccccc2[nH]1 | i | i
Cc1ccc(NC(=O)CSCc2ccco2)cc1 | i | i
CC[n+]1c(/C=C/Nc2ccccc2)oc2ccccc21 | i | i
CCCCCCCCn1c(=O)c(C(=O)OC)c(N)c2ccccc21 | i | i
O=C(Nc1cccc(C(F)(F)F)c1)c1cc2ncc(Br)cn2n1 | i | i
Cc1ccc(OCC(=O)N(C)CC(=O)Nc2ccc(F)cc2)c([N+](=O)[O-])n1 | i | i
Cc1occc1C(=O)Nc1ccc(S(=O)(=O)N2CCN(C)CC2)cc1 | i | i
CCC(C)NC(=O)C1CCN(S(=O)(=O)c2ccc3c(c2)CC(C)N3C(C)=O)CC1 (stereo not given) | i | i
C=CCn1c2ccccc2c2nnc(SCC(=O)NC(C(=O)OC)C(C)C)nc21 (stereo not given) | i | i
Cc1ccc(Nc2cnn(C34CC5CC(CC(CC(=O)O)(C5)C3)C4)c(=O)c2Cl)cc1 | i | i
